Screens from PubChem.
ALOX12 inh = Primary qHTS assay for inhibitors of human arachidonate 12S-lipoxygenase (ALOX12): Round 2; purified 12hLO, xylenol orange hydroperoxide absorbance; Potency, µM (doses to about 108 µM), for the others: top-dose activity change, negative = inhibition, actives largely listed as inhibitors; 580,000 compounds, 1.1% hits; active = well fitted inhibition curve with a large enough effect; inconclusive = small, poorly fitted or top-dose-only effect, or another doubt; inactive = no such curve, though single readings can be large or run the other way
Target sequence (P18054 whole entry, looked up): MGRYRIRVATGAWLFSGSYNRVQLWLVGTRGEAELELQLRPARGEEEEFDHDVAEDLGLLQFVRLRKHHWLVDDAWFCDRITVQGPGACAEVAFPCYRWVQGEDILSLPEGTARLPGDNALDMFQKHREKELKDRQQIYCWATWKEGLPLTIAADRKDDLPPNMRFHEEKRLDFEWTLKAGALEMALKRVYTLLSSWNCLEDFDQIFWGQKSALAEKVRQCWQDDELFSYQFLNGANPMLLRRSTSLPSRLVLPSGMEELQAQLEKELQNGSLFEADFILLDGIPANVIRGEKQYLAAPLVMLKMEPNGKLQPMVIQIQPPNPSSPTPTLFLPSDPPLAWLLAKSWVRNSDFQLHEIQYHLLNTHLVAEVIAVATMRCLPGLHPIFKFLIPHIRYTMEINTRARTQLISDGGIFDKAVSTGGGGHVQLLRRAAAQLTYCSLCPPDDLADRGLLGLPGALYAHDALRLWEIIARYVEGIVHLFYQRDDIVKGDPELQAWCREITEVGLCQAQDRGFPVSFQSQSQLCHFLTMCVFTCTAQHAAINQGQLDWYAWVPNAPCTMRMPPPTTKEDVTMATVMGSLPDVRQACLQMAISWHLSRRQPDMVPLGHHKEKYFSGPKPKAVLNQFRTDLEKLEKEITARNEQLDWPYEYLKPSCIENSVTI
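Hydroperoxide product was detected by ferrous iron/xylenol orange as the 573 to 405 nm absorbance ratio. Arachidonic acid at 40 uM (final) was turned over for 30 min at room temperature by 150 nM human 12hLO, pH 7.0 Hepes buffer, after 15 min compound preincubation.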
Starred values were filed as active, the others as inactive; ? = inconclusive; [ ] = another dose, or the depositor's remark. % is set by controls: 0 for no effect and ±100 for the full control effect; potency is the fitted concentration of half-maximal effect. Some of the compounds tested (hit frequency here may not be typical).

SMILES | ALOX12 inh
COc1ccc(C(=O)N2CCC(N3C(=O)[C@H](OC)[C@@H]3c3ccncc3)CC2)c(OC)n1 | -7.8%
CCN1CC(c2ccccc2)CC2(CCN(S(=O)(=O)N(C)C)CC2)C1 (stereo unspecified) | 80.8%[activator]
COc1ccc(-c2nnc(C[C@@H]3C[C@@H](C(C)C)[C@H](CNC(=O)c4ccc(F)cc4)C=C3C)o2)cc1 | ?
CC(C)CCNC(=O)c1ccc(CN2C(=O)NC3(CCS(=O)(=O)CC3)C2=O)cc1 | ?
Cc1cc(C)cc(NC2=N[C@H]3[C@@H](O)[C@H](O)C[C@H](C(=O)N4CCC(C(N)=O)CC4)[C@H]3S2)c1 | 10.7%
COC(=O)c1cc(OC(C)C)ccc1NC(=O)[C@@]1(Sc2ccc(OC)cc2)CC(=O)N[C@@H]1c1ccc(OC)cc1 | 3.5%
Cc1noc(C2CC3(CCN(C(=O)C4CCCC4)CC3)CN2C)n1 (stereo unspecified) | 7.8%
N#Cc1ccc(CN2CCCC3(CN[S+](=O)([O-])c4ccccc4N3)C2)cc1 (stereo unspecified) | 52.3%[activator]
Cc1nc(NCCCc2csc(N)n2)cc(C2CC(O)C2)n1 (stereo unspecified) | 8.5%
CC(C)(CC(=O)O)CC(=O)N1Cc2[nH]cnc2C[C@H]1c1nc(-c2ccc3ccccc3c2)no1 | 41.7%[activator]
COc1cccc(CNC(=O)C2CN(c3cccc(OC)c3)C(=O)N2)c1 (stereo unspecified) | 29.7%
O=C(Cn1cnnn1)N1CCC(c2nccn2Cc2cccnc2)CC1 | ?
CCNC(=O)N[C@H]1[C@H](O)[C@@H](Sc2ccccc2)[C@@H]2OC[C@H]1O2 | -21.2%[176 µM]
Cc1ccc(C(=O)N[C@@H]2CN(c3ccncn3)C[C@H]2CN(C)C)s1 | 30.5%[activator]
Cn1cccc1C(=O)N1CCC(n2cc(-c3nc(-c4ccccc4)no3)nn2)CC1 | 12.3%
CN1CCOc2c(C(=O)N3CC[S+](=O)([O-])CC3)cc(N3CCOCC3)cc21 | 6.8%[176 µM]
O=C(c1ccc(C(F)(F)F)cc1)N1CCC2(CC1)CC(O)CCO2 (stereo unspecified) | 25.9%
O=C(c1cnc(Nc2ccccc2)nc1)N1CC[C@H](CO)[C@@H](O)C1 | 6.7%
O=C1[C@@H]2C[C@@H](CN2Cc2cccc(Cl)c2)Oc2ccccc2N1CC1CC1 | 18.4%[176 µM]
Cc1ccc(-c2noc([C@@H]3C[C@@H](O)CN3CC3CC3)n2)cc1F | ?
Cc1ccc(C(=O)N2CCC(C3CCN(S(C)(=O)=O)CC3)C2)c(=O)[nH]1 (stereo unspecified) | 39.4%[activator]
CN(C)C[C@@H]1CN(Cc2ccccc2)C[C@H]1NC(=O)C1(C)CCOCC1 | 44.6%[activator]
O=C(Nc1cccc(Cl)c1)C1CCc2sc(C(=O)N3CCCC3)cc2C1 (stereo unspecified) | ?
Cc1cc(C)cc(C(=O)N2CCC3(CC2)N=C(c2ccc(Cl)cc2)NO3)c1 | 15.1%
NC(=O)C1CCN(C(=O)[C@H]2C[C@@H](O)[C@H](O)[C@@H]3N=C(Nc4cccc(C(F)(F)F)c4)S[C@@H]32)CC1 | ?
Cc1ccc(C(=O)N2CCC3(CCCNC3=O)C2)cc1N1CCNC1=O (stereo unspecified) | 6.3%
O=C(NCCc1ccccn1)c1cn2ccnc(-c3ccccc3)c2n1 | 30.4%
O=C1OC2(CCN(C(=O)c3ccco3)CC2)CN1CCOc1ccccc1 | 44.5%[activator]
COc1ccc(-c2nc3c(C)cccc3cc2CN(C)Cc2ncc[nH]2)cc1OC | 76.7%[activator]
O[C@H]1CC[C@@H](Cc2cc(-c3ccccn3)on2)O[C@@H]1CN(Cc1ccccc1)Cc1ccccc1 | 2.2%
Cn1c(Cn2cccn2)nnc1C1CC(NC(=O)c2cnco2)C1 (stereo unspecified) | 16.7%
CC(C)(Oc1ccc2c(c1)CCC2)C(=O)N1CCC2(CCCNC2=O)C1 (stereo unspecified) | 25.1%
CCNC(=O)NC[C@@H]1C=C(C)[C@H](CC(=O)NCc2ccc(F)cc2)C[C@H]1C(C)C | ?
CCCn1cc2c3c(cccc31)CN(C(=O)Cc1ccc(OC)cc1)CC2 | 6.9%
CCOc1ccc(-c2cnc(-c3cnc(CC)nc3)[nH]2)cc1OCC | 5.6%
Cc1ccc(C)c(NC(=O)N2CCCC(Cn3c(C4CC4)nc4cccnc43)C2)c1 (stereo unspecified) | -0.6%
Cn1ncc(N2CCC(C(=O)N3CCc4ccccc4C3)C2)cc1=O (stereo unspecified) | 12.3%
CN1[C@@H](CCC(=O)N2CCc3ccccc32)CNC(=O)[C@@H]2[C@H]1CCN2Cc1ccc(O)cc1 | 5.9%
CC1(C)CN(C(=O)c2ncc(F)cc2F)CCC1(O)CN1CCOCC1 (stereo unspecified) | 0.2%
COc1ccc(Cn2cc(C(C(=O)O)N(C)Cc3cccnc3)cn2)cc1 (stereo unspecified) | 11.8%
CC(=O)Nc1cccc(-c2ccnc(-c3nnc(C)n3C(C)C)c2)c1 | -17.1%[176 µM]
CC(C)NC(=O)c1ccc(CC2CCN(C)CC2)cc1 | 48.9%[activator]
CCC(=O)N1CCN(c2nc3c(s2)CC(C(=O)NCc2ccc(C)o2)CC3)CC1 (stereo unspecified) | 22.0%
CCn1ncc(N2CCCC(CC(=O)N(C)Cc3ccccc3)C2)cc1=O (stereo unspecified) | 10.1%
CCN1c2cc(C(=O)NCc3cccc(Cl)c3)ccc2C(=O)N2CCCCC21 (stereo unspecified) | -9.8%

Exported with the structure last: 15 of the compounds above.
ALOX12 inh	mol
44.5%[activator]	O=C1OC2(CCN(C(=O)c3ccco3)CC2)CN1CCOc1ccccc1
76.7%[activator]	COc1ccc(-c2nc3c(C)cccc3cc2CN(C)Cc2ncc[nH]2)cc1OC
2.2%	O[C@H]1CC[C@@H](Cc2cc(-c3ccccn3)on2)O[C@@H]1CN(Cc1ccccc1)Cc1ccccc1
16.7%	Cn1c(Cn2cccn2)nnc1C1CC(NC(=O)c2cnco2)C1 (stereo unspecified)
25.1%	CC(C)(Oc1ccc2c(c1)CCC2)C(=O)N1CCC2(CCCNC2=O)C1 (stereo unspecified)
?	CCNC(=O)NC[C@@H]1C=C(C)[C@H](CC(=O)NCc2ccc(F)cc2)C[C@H]1C(C)C
6.9%	CCCn1cc2c3c(cccc31)CN(C(=O)Cc1ccc(OC)cc1)CC2
5.6%	CCOc1ccc(-c2cnc(-c3cnc(CC)nc3)[nH]2)cc1OCC
-0.6%	Cc1ccc(C)c(NC(=O)N2CCCC(Cn3c(C4CC4)nc4cccnc43)C2)c1 (stereo unspecified)
12.3%	Cn1ncc(N2CCC(C(=O)N3CCc4ccccc4C3)C2)cc1=O (stereo unspecified)
5.9%	CN1[C@@H](CCC(=O)N2CCc3ccccc32)CNC(=O)[C@@H]2[C@H]1CCN2Cc1ccc(O)cc1
0.2%	CC1(C)CN(C(=O)c2ncc(F)cc2F)CCC1(O)CN1CCOCC1 (stereo unspecified)
11.8%	COc1ccc(Cn2cc(C(C(=O)O)N(C)Cc3cccnc3)cn2)cc1 (stereo unspecified)
-17.1%[176 µM]	CC(=O)Nc1cccc(-c2ccnc(-c3nnc(C)n3C(C)C)c2)c1
48.9%[activator]	CC(C)NC(=O)c1ccc(CC2CCN(C)CC2)cc1

The list continues.
SMILES | ALOX12 inh
COc1ccccc1OC1(C(=O)O)CCN(C(=O)C2CC23CCC3)CC1 (stereo unspecified) | 80.2%[activator]
O=C(c1ccccn1)N1CCCC2(CNc3ccccc3[S+](=O)([O-])N2)C1 (stereo unspecified) | 21.4%
O=C(C1CCCC1)N1Cc2ccccc2CC2(CCCCN2CC2CCNCC2)C1 (stereo unspecified) | ?
Cc1ccc(-n2c(C3CCN(C(=O)c4ccc(C)c(C)c4)CC3)n[nH]c2=O)cc1 | 0.7%
Cc1cnc(CC2CCN(S(=O)(=O)c3cccc(F)c3)C2)n1C(C)C (stereo unspecified) | 33.6%[activator]
Cc1ncsc1CN1CCC2(CC1)CN(C1CCC1)CC2CO (stereo unspecified) | 117.6%[activator]
O=C(NC[C@H]1Cn2ccnc2CO1)c1cc(F)cc(F)c1 | 31.4%[176 µM]
COCCNC(=O)[C@@H]1C[C@H](Oc2cccnc2)CN1C(=O)c1nccn1C | 9.7%
CN1CC(=O)N(c2ccccc2)Cc2c(NCCO)ncnc21 | 31.3%[176 µM]
CCNC(=O)NCC1c2cc(OC)c(OC)cc2CCN1C(=O)Nc1ccccc1OC (stereo unspecified) | 20.8%
O=C(c1ccncc1)N1CCC2(CC1)N=C(c1ccccc1)NO2 | 70.1%[activator]
COCCOCCOCCOCCOC | 12.4%[176 µM]
O=C(NC1CCCCC1)C1CN(S(=O)(=O)c2ccc(F)cc2F)CC12CCOCC2 (stereo unspecified) | 15.9%
COCc1ccc2c(c1)c(OC(C)(C)C(=O)Nc1ccn(C)n1)nn2Cc1ccccc1 | -4.5%[176 µM]
CCN1c2cc(C(=O)Nc3ccc(Cl)cc3C)ccc2C(=O)N2CCCCCC21 (stereo unspecified) | -2.2%
CC(C(=O)N1CCC(c2cc(Cc3ccccc3)[nH]n2)CC1)N1CCCC1=O (stereo unspecified) | 29.9%
CC(C)(C)c1noc(-c2nnn3c2COC(c2ccc(F)cc2)C3)n1 (stereo unspecified) | 14.1%
Cc1ccc(-c2nnc([C@H]3CCN(C4CCC4)C3)o2)cc1 | 22.1%[176 µM]
CC1(c2ccccc2)N(Cc2ccc(O)cc2)C(=O)OC12CCN(Cc1c[nH]c3ccccc13)CC2 (stereo unspecified) | 44.7µM*
O=C(CC1CCCC1)N1CCCCCC1c1nc(-c2cccnc2)no1 (stereo unspecified) | 14.9%
CC1CCCCN1c1ccc(C(N)=O)cc1NC(=O)CS(C)(=O)=O (stereo unspecified) | 70.6%[activator]
Cc1noc(-c2cccn3c(CNC(=O)Cc4c[nH]c5ccccc45)nnc23)n1 | 62.3%[activator]
Cc1ccc(NC(=O)Cn2c(N3CCC(C)CC3)nc(C)cc2=O)c(C)c1 | 5.6%
O=C1NCc2ccccc2CC12CCCCN2Cc1ccc(Cl)s1 (stereo unspecified) | 11.7%[6.33 µM]
COCc1ccc2c(c1)c(OC(C)(C)C(=O)NCC1CCOCC1)nn2CCC(C)C | 17.8%[176 µM]
COc1cccc([S+](=O)([O-])N2CCC3(CC2)C(=O)NN=C3c2ccncc2)c1 | -1.2%
COC(=O)CCCCC(CCSS/C(CCO)=C(\C)N(C=O)Cc1cnc(C)nc1N)SC(C)=O (stereo unspecified) | -7.1%[22.9 µM]
COCCn1ncc(N2CCCC(CC(=O)NCCN3CCOCC3)C2)cc1=O (stereo unspecified) | ?
O=C(Nc1ccnn1C1CCN(Cc2ccc(OC3CCCC3)cc2)CC1)C1CC1 | 8.91µM*
Cc1nn(C)c(C)c1C(C)NC(=O)CCc1ccc2c(c1)CN(C(=O)NC(C)C)CCO2 (stereo unspecified) | 13.0%
CO[C@H]1C(=O)N(C2CCN(Cc3scnc3C)CC2)[C@H]1c1ccncc1 | ?
Clc1cccc(-c2noc(-c3ccc(NCC4COCCO4)nc3)n2)c1 (stereo unspecified) | 50.6%[activator]
O=C1c2ccccc2CN1C1CCN(Cc2ccc(F)cc2)CC1 | 0.9%[6.33 µM]
O=C(NCCOc1ccccc1)c1cnc2n1CCN(CC1CCOCC1)CC2 | 6.4%[176 µM]
CC(C)C[C@@H](NC(=O)C1=C[C@@H](NC(=O)NC2CCCCC2)[C@@H](O)[C@H](O)C1)C(N)=O | 12.9%[176 µM]
COc1cccc(-c2cc(C3CCN(C(=O)Nc4ccccc4C)CC3)[nH]n2)c1 | 10.5%
O=C(CCn1cncn1)NCc1cccnc1Oc1cccc(C(F)(F)F)c1 | 22.0%
CCOc1ccc(NC(=O)NCCc2noc(-c3ccccc3)n2)cc1 | 1.8%
CN(C(=O)CCS(=O)(=O)c1ccccc1)C1CCc2nn(C)c(=O)n2CC1 (stereo unspecified) | 43.0%[activator]
COc1ccc(-c2cnc([C@@H]3COCCN3C3CCN(C(C)=O)CC3)[nH]2)cc1 | 58.2%[activator][176 µM]
N#Cc1cccc(C(=O)N2CCC(C(=O)N3CCCCCCNC(=O)CC3)CC2)c1 | 13.0%
COc1cccc(Nc2cccc(CN3CCC(C)(NC(C)=O)C3)c2)c1 (stereo unspecified) | ?
NC1CCCCN(C(=O)CCn2cc(Cl)cn2)C1 (stereo unspecified) | 28.2%
O=C(NC1CC(=O)N(Cc2cccc(F)c2)C1)c1ccccn1 (stereo unspecified) | 28.4%
COC[C@@H]1CN(C(=O)c2nn(C)c3ccccc23)C[C@H]1c1nc(C)no1 | 53.1%[activator]
OC[C@@H]1CN(Cc2ccccc2F)C[C@H]1c1nc(-c2ccncc2)no1 | 18.3%
CCCCS(=O)(=O)N1CCC(F)(c2nc(-c3ccccc3)no2)CC1 | 18.0%
CCN(Cc1cccnc1)C(=O)c1cc(-c2cnn(CC)c2)nc2cc(C)ccc12 | ?
O=C(N[C@H]1[C@H](O)[C@H](O)C[C@@H]1c1ccc(C(F)(F)F)nc1)c1cc2ccccc2s1 | 2.5%[176 µM]
O=C(c1ccc(C(F)(F)F)cc1)N1CCC2(CC1)CCN(CCc1ccccc1)c1ccccc1O2 | 10.6%
CS(=O)(=O)N1C[C@@H]2CN(C(=O)CCn3cccn3)C[C@]2(C(=O)O)C1 | ?
c1ccc(-c2n[nH]c(CC3CCNC3)n2)cc1 (stereo unspecified) | ?
CN(C)CCNC(=O)C1CCc2sc(C(=O)N3CCOCC3)cc2C1 (stereo unspecified) | 29.9%
O=[S+]([O-])(c1ccccc1)N1CCn2c(nnc2-c2ccncc2)C1 | 7.8%[176 µM]
CC(=O)c1cccc(C(=O)N2CCC3(CC2)NC(=O)N(Cc2ccc(C)cc2)C3=O)c1 | -3.1%
CC(C)(C)OC(=O)NCCCC(=O)NCc1c[nH]c2ncccc12 | 36.4%[activator]
